High-throughput results as filed in PubChem BioAssay.
SENP6 block = inhibitors of human SENP6 protease; Q9GZR1; Recombinant SENP6 catalytic domain, aminoluciferin luminescence; inhibition, % at 10 µM; 330,000 compounds, 1.8% hits;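 active means inhibition above about 50% at the single tested dose, limit read from the data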;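 further: plate controls were DMSO wells with enzyme for no effect and DMSO wells lacking enzyme for full effect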
Target sequence (Q9GZR1 628-1112 limits assumed): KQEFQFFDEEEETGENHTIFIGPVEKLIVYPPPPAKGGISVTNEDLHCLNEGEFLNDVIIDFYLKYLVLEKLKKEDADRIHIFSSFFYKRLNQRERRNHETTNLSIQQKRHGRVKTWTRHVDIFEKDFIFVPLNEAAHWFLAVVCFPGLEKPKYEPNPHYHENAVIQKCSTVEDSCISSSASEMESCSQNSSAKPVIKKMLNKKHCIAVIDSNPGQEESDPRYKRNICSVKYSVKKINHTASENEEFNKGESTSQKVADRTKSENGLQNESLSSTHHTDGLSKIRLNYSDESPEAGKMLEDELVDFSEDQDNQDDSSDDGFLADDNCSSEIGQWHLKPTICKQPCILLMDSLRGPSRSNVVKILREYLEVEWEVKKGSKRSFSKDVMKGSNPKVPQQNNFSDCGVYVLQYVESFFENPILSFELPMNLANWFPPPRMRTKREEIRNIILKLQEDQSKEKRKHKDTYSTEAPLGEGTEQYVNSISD
SENP7 block = SENP7 protease inhibition | Q9BQF6 | recombinant SENP7, Z-RLRGG-aminoluciferin luminescence, 40 min | inhibition, % at 5 µM | 330,000 compounds, 1.5% hits;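 active means inhibition above about 50% at the single test dose, limit read from the data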;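 further: plate controls were DMSO with enzyme for no effect and no enzyme buffer wells for full effect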
UBC13 inh = human UBC13 polyubiquitination inhibition. 330,000 compounds, 0.47% hits. inhibition, % at 20 µM. AID 485273. UBC13 polyubiquitin chain formation, TR-FRET. P61088; in the data active means inhibition above about 45%, passing the limit was not always enough
Target sequence (P61088 whole entry, looked up): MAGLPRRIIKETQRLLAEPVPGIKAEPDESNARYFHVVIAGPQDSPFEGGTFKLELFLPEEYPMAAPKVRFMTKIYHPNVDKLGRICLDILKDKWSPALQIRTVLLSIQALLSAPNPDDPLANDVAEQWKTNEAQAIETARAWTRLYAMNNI
Apaf1 inhib = blocks human Apaf-1 apoptosome activity. reconstituted apoptosome caspase-3 activity, DEVD-Rh110 fluorescence. AID 489030. 330,000 compounds, 0.71% hits. inhibition, % at 20 µM; active means inhibition of at least 40% at 20 µM;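 further: plate controls were DMSO wells for no effect and DEVD-CHO caspase inhibitor wells for full effect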
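Material: reconstituted apoptosome with Apaf-1, cytochrome c, caspase-9, procaspase-3, dATP. Technique: Rh110 fluorescence intensity. Buffer or medium: pH 7.5 Hepes buffer with CHAPS, BSA, DTT. Times: 30 min plus 50 min, RT.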
SENP8 block-1 = inhibitors of human SENP8 protease. purified SENP8, Z-RLRGG-aminoluciferin cleavage, luminescence. Q96LD8. inhibition, % at 10 µM. AID 2540. 330,000 compounds, 1.2% hits; in the data active means inhibition above about 50%
Target sequence (Q96LD8 whole entry, looked up): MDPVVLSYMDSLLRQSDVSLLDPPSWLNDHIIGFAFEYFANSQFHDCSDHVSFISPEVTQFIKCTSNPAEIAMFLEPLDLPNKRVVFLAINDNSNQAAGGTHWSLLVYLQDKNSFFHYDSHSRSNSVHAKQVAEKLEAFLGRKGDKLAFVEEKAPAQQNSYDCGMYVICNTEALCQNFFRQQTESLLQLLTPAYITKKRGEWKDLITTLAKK
SENP1 inh = inhibitors of human SENP1 SUMO protease catalytic domain. AID 624204. Q9P0U3. inhibition, % at 10 µM. recombinant SENP1 catalytic domain, CyPet-SUMO1-YPet FRET cleavage. 360,000 compounds, 0.21% hits;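 active means inhibition at least 30% at 10 µM, raw YFP signal under a set limit, fluorescence ratio 0.5 to 1.5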;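 further: 0% = enzyme with DMSO and 100% = no enzyme wells; some results filed as inactive read as strong as hits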
Target sequence (Q9P0U3 419-644 limits assumed): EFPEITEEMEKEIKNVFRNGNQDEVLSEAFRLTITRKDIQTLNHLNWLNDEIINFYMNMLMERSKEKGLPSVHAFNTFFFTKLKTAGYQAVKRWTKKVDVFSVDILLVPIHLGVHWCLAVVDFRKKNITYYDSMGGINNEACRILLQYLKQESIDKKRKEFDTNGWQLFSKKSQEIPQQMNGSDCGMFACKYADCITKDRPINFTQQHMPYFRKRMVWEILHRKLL
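System: Recombinant human SENP1 catalytic domain, His6-tagged | Incubation: Enzyme reaction for 50 min at room temperature, dark | Medium: Tris pH 8 with BME, BSA, NP40 and catalase | Also added: 25 nM SUMO1 FRET substrate | Compound: 10 µM single point, 0.5% DMSO | Measured by: FRET fluorescence in CFP and YFP emission channels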
A3G deaminase = APOBEC3G (human) deaminase inhibition; Q9HC16; recombinant A3G, ssDNA deamination FAM/TAMRA fluorescence; inhibition, % at 20 µM; 330,000 compounds, 0.28% hits; AID 493012;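 active means inhibition of at least 40% at 20 µM, with no more than 30% in the related APOBEC3A deaminase screen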;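 further: plate controls were DMSO wells with A3G for no effect and wells lacking A3G enzyme for full effect; some compounds called inactive have numbers as strong as hits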
SENP8 block-2 = inhibitors of human SENP8 protease | recombinant SENP8, Nedd8 substrate fluorescence | inhibition, % at 20 µM | 360,000 compounds, 0.64% hits | AID 602440; in the data active means inhibition mostly above about 40%, no sharp cut-off; inactive means mostly below about 27%
The depositor's hits bear a star; i = inactive; x = not tested or not shown.

SMILES	SENP6 block	SENP7 block	UBC13 inh	Apaf1 inhib	SENP8 block-1	SENP1 inh	A3G deaminase	SENP8 block-2
CCn1c(SCC(=O)Nc2ccc3c(c2)OCO3)nnc1-c1cnccn1	10	6	1	-23	-5	-1	-6	20
COc1cc(/C=C2\SC(=S)N(C(Cc3ccccc3)C(=O)O)C2=O)ccc1O (configuration not stated)	-2	-3	-53	6	4	-1	-5	29
Cc1cc(C)cc(-n2c(SCC(=O)NCc3ccc4c(c3)OCO4)nc3ccccc3c2=O)c1	-24	-6	8	7	-2	-148	-8	7
Cc1ccc(-c2nc(CS(=O)(=O)CC(=O)NC3CCCCC3C)c(C)o2)cc1 (configuration not stated)	-5	0	2	23	0	0	5	10
CCNCC(O)COCC(O)CNCC (configuration not stated)	-7	1	7	0	7	1	-2	29
Cc1ccc(S(=O)(=O)NCCOc2nc(N(C)C)nc(N3CCOCC3)n2)cc1	-21	2	8	8	-9	0	1	20
C=CCNc1ncnc2c1ncn2C1OC(CO)C(O)C1O (configuration not stated)	-6	-6	-2	1	-11	-1	-5	10
CCn1c(SCC(=O)Nc2ccccc2C)nc2nc3c(cc2c1=O)COC(C)(C)C3	-7	-2	5	-13	7	-1	-11	-9
COc1ccc(OC)c(NC(=O)CSc2nncc3ccc(OC)c(OC)c23)c1	-17	-4	-9	11	-5	4	-14	-1
Cc1ccccc1S(=O)(=O)Cc1ccc(C(=O)NC2CCC(C)CC2)o1 (configuration not stated)	-4	2	-6	8	5	-2	-2	2
CCOc1ccc(NC(=O)CSc2nccn2Cc2ccco2)cc1	0	-9	5	8	-2	1	-7	3
CC(C)Oc1ccc(NC(N)=O)cc1	-10	-6	-4	5	-1	1	-3	20
Cc1cc(C)n(CC(O)COc2ccc(F)cc2)n1 (configuration not stated)	13	2	2	5	-1	0	-1	17
CC(C)(C)OC(=O)NCc1ccc(CNC(=O)c2[nH]cnc2C(=O)NCC(=O)OCc2ccccc2)cc1	4	-1	-20	10	3	1	-3	-3
Nc1nc(-c2ccccc2)cc(-c2ccccc2)n1	-3	-1	4	14	5	1	-2	-366

An excerpt of these results, with values under each structure.
Value order: SENP6 block, SENP7 block, UBC13 inh, Apaf1 inhib, SENP8 block-1, SENP1 inh, A3G deaminase, SENP8 block-2
> CCn1c(SCC(=O)Nc2ccc3c(c2)OCO3)nnc1-c1cnccn1
→ 10, 6, 1, -23, -5, -1, -6, 20
> COc1cc(/C=C2\SC(=S)N(C(Cc3ccccc3)C(=O)O)C2=O)ccc1O (configuration not stated)
→ -2, -3, -53, 6, 4, -1, -5, 29
> Cc1cc(C)cc(-n2c(SCC(=O)NCc3ccc4c(c3)OCO4)nc3ccccc3c2=O)c1
→ -24, -6, 8, 7, -2, -148, -8, 7
> Cc1ccc(-c2nc(CS(=O)(=O)CC(=O)NC3CCCCC3C)c(C)o2)cc1 (configuration not stated)
→ -5, 0, 2, 23, 0, 0, 5, 10
> CCNCC(O)COCC(O)CNCC (configuration not stated)
→ -7, 1, 7, 0, 7, 1, -2, 29
> Cc1ccc(S(=O)(=O)NCCOc2nc(N(C)C)nc(N3CCOCC3)n2)cc1
→ -21, 2, 8, 8, -9, 0, 1, 20

The listing continues:
SMILES	SENP6 block	SENP7 block	UBC13 inh	Apaf1 inhib	SENP8 block-1	SENP1 inh	A3G deaminase	SENP8 block-2
O=C(c1cnn(C(=O)COc2ccccc2F)c1)c1cc(F)ccc1O	0	-5	14	-21	0	-7	-8	-71
COc1ccccc1C(=O)NC(=O)CSc1nncn1C	-9	-8	-6	-3	-7	1	-11	-4
O=C(CSc1nc(-c2ccccc2Cl)ns1)NCc1ccco1	-13	12	7	12	-3	3	-4	6
CCCCN(C(=O)CSCC(=O)Nc1ccc(C)cc1)c1c(N)n(CCCC)c(=O)[nH]c1=O	-4	-1	2	9	-1	-14	-3	-40
COc1ccc(C(CNC(=O)c2nn(-c3ccccc3)c(=O)c3ccccc23)N2CCOCC2)cc1 (configuration not stated)	-16	-6	-6	13	-10	-1	-10	-29
O=S(=O)(Nc1nnc(C(F)(F)F)s1)c1ccc(Cl)cc1	5	11	-7	3	6	2	-7	16
O=C(O)CCn1c(=O)[nH]c2ccccc2c1=O	1	5	2	11	-3	0	2	-1
Cc1cccc(N(C(=O)CCC(=O)Nc2ccccn2)C(C(=O)NC(C)C)c2ccc(O)cc2)c1 (configuration not stated)	1	-3	-1	-5	-3	2	-5	30
N#Cc1c(F)cccc1NCc1cccs1	9	-2	26	2	-5	0	-8	-367
COc1ccccc1N1CCN(C(=O)c2c(-c3ccccc3Cl)noc2C)CC1	18	3	3	-1	-6	2	-9	17
COc1cccc(/C=N/NC(=O)c2cnccn2)c1OC	-6	-4	3	-15	-2	1	-6	2
CCCCn1c(SCC(=O)c2ccccc2)nc2c1c(=O)[nH]c(=O)n2C	-12	1	-4	6	-7	0	10	17
C=CCn1c(SCC(=O)NC2CCCC2)nnc1-c1ccccn1	-7	2	4	0	0	1	-8	6
CCCOC(=O)c1ccc(Cl)c(NC(=O)c2cccnc2)c1	21	3	6	-1	-2	x	-1	x
CC(=O)Nc1ccc(S(=O)(=O)N(C)CC(=O)OC(C)C(=O)N(C)C2CCCCC2)cc1 (configuration not stated)	5	3	3	-13	-5	-1	-6	-11
CCOc1cc(CNc2ccc(N3CCCC3)cc2)cc(Cl)c1OC	13	10	-19	55*	-6	-53	8	-304
COc1ccccc1Oc1coc2cc(OCC(N)=O)ccc2c1=O	-1	6	-4	1	-4	-1	-3	4
CCc1cc2c(=O)n(CC(=O)NCCc3ccc(OC)c(OC)c3)cnc2s1	-6	3	1	-4	4	-5	-3	13
O=c1oc2cc(O)ccc2c2oc3cc(O)ccc3c12	74*	7	10	-41	69*	-161	-1	-376
COc1ccc(OC)c(C(=O)NC(CC(N)=O)c2ccc(NC(C)C)c([N+](=O)[O-])c2)c1 (configuration not stated)	-15	-5	-56	3	-4	4	-10	-1
CN1C(=O)C(CC(=O)NC2CCCCC2)SC1=Nc1ccccc1 (configuration not stated)	-6	-9	-22	1	-12	-1	-6	7
CCOC(=O)C1CCN(C(=O)C(CC)c2ccccc2)CC1 (configuration not stated)	17	8	2	8	4	1	0	9
Cc1ccc(C(=O)Nc2ccncc2)c(Cl)c1	8	2	2	-3	3	1	-9	20
O=C(O)CCNC(=O)/C(=C/c1ccco1)NC(=O)c1ccco1	-3	13	-2	4	-10	-1	-7	-3
CC(C)CCNC(=O)c1cc(-c2ccco2)nc2ccccc12	0	-4	31	9	-6	4	0	-346
FC(F)(F)c1ccc(Cl)c(-n2c(-c3cc(C4CC4)[nH]n3)n[nH]c2=S)c1	-8	-5	-9	-2	-4	3	6	5
CCNc1nc(CC)nc2c1oc1ccccc12	4	0	-2	-1	-2	1	1	-7
CN(C)Cc1c(C#N)c2ccccc2n1C	-14	0	-5	-6	-10	-45	-8	17
CCC1CCc2c(sc(NC(=O)C3c4ccccc4Oc4ccccc43)c2C(N)=O)C1 (configuration not stated)	-20	-4	-8	7	-10	-7	-3	-70
Cc1ccc(OCC(=O)Nc2ccc(S(=O)(=O)N3CCOCC3)cc2)c([N+](=O)[O-])n1	0	0	9	-9	-2	1	-9	13
CC(Sc1nnc(Cc2cccs2)n1C1CC1)C(=O)NC1CCS(=O)(=O)C1 (configuration not stated)	-11	13	2	-1	-11	2	-12	7
Cc1ccc(S(=O)(=O)N2CCN(Cc3csc(C)n3)CC2)cc1	-10	1	-4	0	3	1	-5	2
Cc1c(C(=O)N2CCCc3ccccc32)oc2ccc(S(=O)(=O)N3CCOCC3)cc12	-5	6	-9	11	2	-4	0	5
CN(CCOc1ccc(-c2ccn(S(=O)(=O)c3ccc(Cl)cc3)n2)cc1)c1ccccn1	-1	2	-7	21	5	-2	-4	1
COC(=O)Cc1c(C)c2ccc(OCC(C)=O)c(C)c2oc1=O	-14	0	8	4	1	-2	-5	i
CSc1nnc(CNS(=O)(=O)c2ccc(Cl)cc2)n1C	7	5	-5	0	2	-1	0	13
O=C(NCc1ccncc1)c1cccc(S(=O)(=O)Nc2ccc(F)cc2)c1	-18	-12	6	6	-10	-1	-5	-2
CC1CCN(CC(O)COc2ccc(F)cc2)CC1 (configuration not stated)	-6	-6	-9	12	-10	-2	10	5
CN(C)C(C)(C)C#CCC(c1ccccc1)c1ccccc1	4	6	7	-4	0	0	-5	2
Cc1ccc(NC(=O)CSc2nnc(CNC(=O)c3ccco3)o2)cc1	-12	-3	2	-17	-7	1	-8	-3
COc1ccc(NC(=O)c2nn(C)c3c2CS(=O)(=O)c2ccccc2-3)cc1	-4	-2	25	3	2	0	-8	13
CN(Cc1ccc(N(C)C)cc1)C(=O)c1cc2ccccc2o1	43	4	6	11	12	-3	-11	9
Cc1ccc2oc(Nc3nc(C)c(C)c(C)n3)nc2c1	-24	-7	0	-14	-9	-3	-2	15
Cc1ccc(N(CC(=O)NC2CCCCCC2)S(=O)(=O)c2c(C)nn(C)c2C)cc1	15	6	-10	19	2	2	0	20
Cc1ccc(NC(=O)c2ccccc2)cc1OC(=O)c1ccccc1	-9	-10	1	7	3	4	-3	0
C[C@H](NC(=O)C1CC(=O)N(c2ccc3c(c2)OCO3)C1)C(=O)NCc1ccco1 (some centres not stated)	4	14	-2	-5	-15	-1	-3	7
Cc1cc(-c2ccc(Cl)cc2)c2cnn(C(C)C)c2n1	-10	-12	7	18	-8	0	-8	-207
CCCCC12CN3CC(C)(CN(C1)C3c1ccc([N+](=O)[O-])o1)C2=O (configuration not stated)	-18	11	-16	-5	-8	1	-7	14
CCc1ccc(C(=O)Nn2cnc3ccccc3c2=O)cc1	-10	-2	33	-3	6	0	-8	15
COC(=O)CSc1nnc(-c2cccnc2)n1C	7	-3	7	-5	6	2	-5	-10
Cc1noc(C)c1S(=O)(=O)N1CCCC(C(=O)N2CCC(C)CC2)C1 (configuration not stated)	-8	5	5	-1	1	1	4	6
Cc1ccc(NC(=O)CSc2nnc(-c3ccncc3)o2)cc1	4	0	2	-4	0	0	-5	23
COc1cc(S(=O)(=O)NCC2(N3CCCCC3)CCCCC2)ccc1NC(C)=O	1	-8	1	-9	-9	0	-13	3
O=C1c2ccccc2C(=O)N1n1c(=O)[nH]c2ccccc2c1=O	8	7	-5	-12	0	2	-5	9
CCN(C(=O)COC(=O)c1ccccc1NCCO)c1cccc2ccccc12	-17	3	6	18	-8	-6	-5	-419
COC(=O)c1cc(=O)n(Cc2ccc(F)cc2)c(=Nc2ccccc2)s1	11	-5	5	5	-2	2	-4	30
CC(C)(C)c1ccc(S(=O)(=O)NCCc2ccncc2)cc1	3	4	9	-7	3	2	0	-69
c1ccc2c(c1)[nH]c1c(N3CCOCC3)ncnc12	-18	-15	-4	-19	-8	-4	-6	-245
OC(COc1ccc2c(c1)OCO2)CN1CCc2ccccc2C1 (configuration not stated)	1	15	-1	-8	6	-2	0	7
Cc1ccc(C(=O)NCCNc2ncc(C(F)(F)F)cc2Cl)cc1[N+](=O)[O-]	-16	4	3	16	8	-1	-12	17
Cc1ccc(C)c(NC(=S)NNC(=O)c2csc(C)c2)c1	20	22	-3	8	18	0	1	10
COc1ccc(C(Nc2ccc(S(=O)(=O)NCC3CCCO3)cc2)C(=O)NC(C)(C)C)cc1OC (configuration not stated)	-20	-6	18	-9	-6	0	-7	25
COc1cccc(N(CC(=O)NC2CCCC2)C(=O)CCC(=O)Nc2cc(C)on2)c1	10	1	4	-9	6	0	-12	3

An excerpt of these results, in CSV form.
SMILES,SENP6 block,SENP7 block,UBC13 inh,Apaf1 inhib,SENP8 block-1,SENP1 inh,A3G deaminase,SENP8 block-2
O=C1c2ccccc2C(=O)N1n1c(=O)[nH]c2ccccc2c1=O,8,7,-5,-12,0,2,-5,9
Cc1ccc(NC(=O)CSc2nnc(-c3ccncc3)o2)cc1,4,0,2,-4,0,0,-5,23
Cc1noc(C)c1S(=O)(=O)N1CCCC(C(=O)N2CCC(C)CC2)C1 (configuration not stated),-8,5,5,-1,1,1,4,6
